# Rab7 wt modul = modulators of GTP binding to dog Rab7 wildtype GTPase; AID 758; GTP binding activity (percent of control), % at 10 µM; 190,000 tested, 0.055% active; GST-Rab7 beads, fluorescent GTP binding, flow cytometry; actives lie on both sides; untreated = 100%, excess cold GTP = 0%;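 active means fluorescent GTP binding to Rab7 beads changed by at least 20 points from the 100% baseline, either direction, mostly lower; inconclusive means compound itself probably fluorescent, or too few beads counted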;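 further: median green fluorescence of bound Bodipy-FL-GTP per Rab7 bead population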
# Rab2A wt mod = changes GTP binding to wildtype dog Rab2A, up or down. GST-Rab2 wt beads, Bodipy-GTP binding, flow cytometry. GTP binding activity, % at 10 µM. 190,000 tested, 0.19% active. AID 760;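 active means GTP binding activity at least 20 points away from 100%, either lowered or raised; inconclusive means signal likely due to the compound's own green fluorescence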;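 further: 0% = beads with excess unlabeled GTP and 100% = no-compound control corrected for plate trend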
# HRas wt GTP bind = changes GTP binding to wildtype human HRas; GTP binding activity, % at 10 µM; 190,000 tested, 0.14% active; GST-Ras wt beads, Bodipy-FL-GTP binding, flow cytometry; actives lie on both sides; P01112;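 active means GTP binding activity at least 20% away from the 100% baseline, either lowered as inhibitor or raised as activator; inconclusive means flagged as likely green fluorescent, judged across all proteins in the well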;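 further: 0% = unlabeled GTP competition control and 100% = no-compound control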
# Target sequence (P01112 whole entry, looked up): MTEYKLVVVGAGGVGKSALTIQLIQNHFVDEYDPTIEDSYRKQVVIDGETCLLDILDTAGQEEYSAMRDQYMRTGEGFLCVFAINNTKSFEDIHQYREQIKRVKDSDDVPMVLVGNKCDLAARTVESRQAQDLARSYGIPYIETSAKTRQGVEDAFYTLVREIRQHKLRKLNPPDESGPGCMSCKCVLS
# GSH fluor = GSH bead compound fluorescence profile; GSH beads flow cytometry, compound fluorescence 488/530 nm; stronger effect = higher value; fluorescence (KMESF) at 10 µM; 190,000 tested, 0.25% active; in the data active means fluorescence above about 89;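 further: glutathione beads carrying GST-tagged Bcl family fusion proteins plus one bare bead set; values are compound well signal with DMSO vehicle wells as background; inactives centre near 16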
# Pf gametocyte = inhibitors of late stage P. falciparum gametocyte viability; P. falciparum stage V gametocytes, ATP luminescence, 24 h; inhibition, % at 10.9 µM; 150,000 tested, 0.065% active; AID 743093;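 active means inhibition above the mean plus 3 SD of compounds within the control limits, set per campaign, cut at about 38% in these data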;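 further: 0% = DMSO wells and 100% = medium only without gametocytes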
# Mcl1 Bid PPI = Mcl-1/Bid interaction inhibition; 220,000 tested, 0.97% active; TR-FRET Mcl-1/Bid-Dy647 peptide binding, 1536-well; Q07820; inhibition, % at 21.7 µM; AID 1021;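 active means compounds that cut the binding signal by more than half at the single screening dose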;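 further: His-tagged Mcl-1 with europium anti-His antibody binding Bid BH3 peptide; 0% = Mcl-1 plus peptide wells and 100% = peptide-only wells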
# Target sequence (Q07820 whole entry, looked up): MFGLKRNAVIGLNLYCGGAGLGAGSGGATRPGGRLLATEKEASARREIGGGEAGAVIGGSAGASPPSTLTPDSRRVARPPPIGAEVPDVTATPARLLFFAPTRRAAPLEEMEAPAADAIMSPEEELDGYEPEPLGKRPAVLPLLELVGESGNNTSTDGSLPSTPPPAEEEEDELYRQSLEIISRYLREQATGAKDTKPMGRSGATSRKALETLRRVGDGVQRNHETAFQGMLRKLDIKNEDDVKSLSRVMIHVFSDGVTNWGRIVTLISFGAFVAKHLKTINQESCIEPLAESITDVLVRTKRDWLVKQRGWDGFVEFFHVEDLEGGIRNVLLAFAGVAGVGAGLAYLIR
# Cdc42 wt = modulators (inhibitors or activators) of GTP binding to human Cdc42 wildtype | GST-Cdc42 beads, Bodipy-GTP binding, flow cytometry; actives lie on both sides | percent activity (GTP binding), % at 10 µM | 190,000 tested, 0.2% active | AID 761;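 active means percent activity GTP binding at least 20 points away from the 100% baseline, either down as inhibitor or up as activator; inconclusive means compound flagged as likely green fluorescent from well-wide comparison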;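 further: median bead fluorescence of bound Bodipy-FL-GTP at 100 nM; 0% = excess unlabeled GTP control and 100% = no compound control; below 100% means less GTP binding so inhibitor and above means activator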
# Target sequence (P60953 whole entry, looked up): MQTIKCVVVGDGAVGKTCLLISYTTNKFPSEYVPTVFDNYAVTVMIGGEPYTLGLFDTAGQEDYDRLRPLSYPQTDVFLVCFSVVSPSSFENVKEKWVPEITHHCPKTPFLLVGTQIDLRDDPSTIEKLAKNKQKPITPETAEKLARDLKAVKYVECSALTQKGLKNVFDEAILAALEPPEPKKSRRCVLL
# Avidin bead fluor = avidin bead compound fluorescence profile. Avidin beads, compound fluorescence 488/530 nm, flow cytometry; stronger effect = higher value. fluorescence (KMESF) at 10 µM. 220,000 tested, 0.38% active. AID 1775; in the data active means fluorescence above about 47; further: inactives centre near 10
# Rac1 wt modul = human Rac1 wildtype GTP binding, inhibitors and activators; P63000; GTP binding activity (% of control), % at 10 µM; AID 757; 190,000 tested, 0.27% active; GST-Rac1 beads, fluorescent GTP binding, flow cytometry; actives lie on both sides; 0 = cold GTP competed, 100 = untreated;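 active means GTP binding activity at least 20 points away from the 100% control level, either lower or higher; inconclusive means compound flagged as likely green fluorescent, judged across all proteins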
# Rac1 mut GTP = human Rac1 activated mutant GTP binding change. P63000. GST-Rac1 activated beads, fluorescent GTP binding, flow cytometry; actives lie on both sides; 100% means binding = to untreated wells. percent activity (GTP binding), % at 10 µM. 190,000 tested, 0.11% active. AID 764;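 active means GTP binding at least 20 percentage points away from the 100% baseline, in either direction, so actives lie on both sides; inconclusive means Compound likely fluorescent itself, or too few beads counted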
# Mcl1-Noxa inh = Mcl-1/Noxa interaction inhibition; Q07820; TR-FRET Mcl-1/Noxa peptide binding, 2 h; inhibition, % at 21.7 µM; 220,000 tested, 1.5% active; AID 1022;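 active means compounds that cut the protein-peptide binding signal by more than 50% relative to plate controls in a single-dose test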;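 further: His-tagged Mcl-1 with rhodamine Noxa BH3 peptide and terbium anti-His antibody; 0% = Mcl-1 plus Noxa peptide wells and 100% = peptide-only wells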
# * marks the source's active call; other numbers are inactive results; ? = inconclusive; . = not tested or not shown.
SMILES,Rab7 wt modul,Rab2A wt mod,HRas wt GTP bind,GSH fluor,Pf gametocyte,Mcl1 Bid PPI,Cdc42 wt,Avidin bead fluor,Rac1 wt modul,Rac1 mut GTP,Mcl1-Noxa inh
O=C(Cc1ccc(Cl)cc1)N/N=C1\CCCc2ccccc21,100,99,101,20,.,-11,104,32,104,99,-4
COc1ccc(CNC(=O)/C=C/c2ccc(S(=O)(=O)NCc3ccco3)cc2)cc1OC,100,101,102,12,10,-33,102,13,101,103,-6
Cn1c(=O)c2c3c(sc2n2c(SCC(N)=O)nnc12)CC(C(C)(C)C)CC3 (stereo not given),103,103,105,20,.,-10,106,21,103,102,-3
COc1ccc(C2C(C#N)=C(N)OC3=C2C(=O)CC(C)(C)C3)cc1Cn1nc(C)c([N+](=O)[O-])c1C (stereo not given),100,101,100,11,6,-7,101,6,103,98,11
O=C(C1COc2ccccc2O1)N1CCN(c2ccccc2F)CC1 (stereo not given),99,99,101,11,.,-6,101,22,102,95,1
CCC(=O)N1CCN(c2ccc(NC(=O)c3cc4ccccc4o3)cc2)CC1,104,100,104,29,.,-20,104,7,111,101,10
COCCNCC(=O)C12CC3CC(CC(C3)C1)C2,96,97,99,13,12,-34,97,16,101,94,8
Nc1ccccc1Oc1ccc2ccccc2c1,99,96,96,71,-5,-7,96,9,102,95,4
Nc1ccc(S(=O)(=O)c2cccc(N)c2)cc1,103,100,100,29,4,-7,96,24,101,96,8
CC1=C(C(=O)OCc2ccccc2)C(c2ccc(Cl)cc2Cl)NC(=O)N1CCCC(=O)O (stereo not given),96,97,98,18,.,9,97,10,99,100,25
O=C(CCC1CCCN(C(=O)c2cc(C3CC3)[nH]n2)C1)N1CCN(c2ccccn2)CC1 (stereo not given),97,98,99,16,17,-17,100,13,103,97,-16
Nc1ccc(C(=O)OCc2nc3ccccc3[nH]2)cc1,101,97,96,26,.,-17,96,9,98,97,22
COc1ccc2nc3oc(C(=O)N4CCC(C(N)=O)CC4)cc3cc2c1,87,88,88,45,.,-12,89,5,89,90,-2
CCOc1ccc(NC(=O)CN2C(=O)COc3ccc(Cl)cc32)cc1,100,100,101,17,.,-9,98,7,99,98,25
CC(=O)C1=C(c2cccc([N+](=O)[O-])c2)N(C(C)=O)n2c(C)nnc2S1,106,100,102,19,-36,-5,100,10,105,93,18
COC(=O)c1[nH]c2cccc(C)c2c1NC(=O)CN1CCCc2ccccc21,99,95,98,31,-16,-29,106,24,102,99,17
Cc1c(Br)c(=O)[nH]c(=O)n1COCc1ccccc1,96,95,98,15,-6,-30,98,31,98,96,19
Cc1cc(C(=O)N/N=C/c2ccco2)c2ccccc2n1,91,92,89,8,-1,-6,90,15,85,88,6
CCn1ncc(CNC(=O)c2cccc([N+](=O)[O-])c2)c1C,101,103,103,11,.,-17,107,9,106,102,7
CCOc1ccc(Oc2c(/C=N/NC(=O)COc3ccccc3OC)c(C)nn2-c2ccccc2)cc1,99,97,100,11,0,1,100,7,107,97,18
O=C1c2ccccc2C(=O)N1CCC(c1ccc(F)cc1)c1ccco1 (stereo not given),97,97,98,34,.,-18,95,3,96,92,18
CC1CC1C(=O)OCC(=O)NCc1ccccc1Cl (stereo not given),96,96,96,25,.,10,95,9,92,94,22
O=C(Cc1ccccc1)N/N=C/c1ccc2cccc(O)c2n1,101,98,98,24,1,-59,94,11,99,96,-31
Cc1ccsc1-c1nc(-c2ccccc2)c(-c2ccccc2)[nH]1,101,100,101,10,5,-29,102,21,99,97,-1
CCN(CC)S(=O)(=O)c1ccc2c(c1)nc(CCC(=O)OCC(=O)N1CCc3ccccc31)n2C,107,103,103,16,5,-21,102,9,105,100,-87
COc1cccc(/C=C/C(=O)OCC(=O)NCC2CCCO2)c1 (stereo not given),101,97,100,14,.,-8,99,14,101,99,17
CCCCCn1c(CNC(=O)COC)nc2ccccc21,100,99,98,26,.,2,98,8,101,98,23
CCN(Cc1ccccc1)C(c1ccc(Cl)cc1)c1nnnn1C(C)(C)C (stereo not given),96,101,101,65,.,-12,100,14,97,98,2
O=C(CSc1nnc(COc2cccc3ccccc23)o1)N1CCN(C(=O)c2ccco2)CC1,99,96,96,25,.,-3,98,29,99,97,13
CC#CCCc1nc2ccccc2c(=O)n1N,101,104,103,13,-8,-20,103,7,103,103,-1
COc1ccc(-c2nnc3ccc(SCc4ccccc4)nn23)cc1,102,95,92,18,.,3,92,8,97,92,-17
CCc1cccc(CC)c1NC(=O)c1ccc(-n2cncn2)nc1,99,99,101,20,7,-8,102,8,98,95,10
CCCCn1c(SCc2nc3ccccc3s2)nc2ccccc2c1=O,102,99,98,16,.,-2,99,14,101,98,-54
Cc1sc2ncnc(N3CCC(C(=O)Oc4cccc(Cl)c4Cl)CC3)c2c1C,93,92,95,16,-12,-9,91,11,97,91,11
Cc1sc2nc(N3CCOCC3)[nH]c(=O)c2c1-c1ccccc1,99,99,98,10,-1,-14,98,5,101,99,6
CCCNC(=O)NC1C(NC(=O)NCCC)N(C)C(=O)N1C (stereo not given),98,97,99,35,.,0,100,11,102,98,19
COc1ccc(/C=C/C(=O)OCC(=O)Nc2ccc(C)cc2)cc1S(=O)(=O)N1CCOCC1,93,99,101,13,1,-21,99,17,103,103,5
Cn1c(=O)c2c(c3ccccc31)OC(C)(C)CC2,96,98,99,6,-26,-18,99,2,101,98,0
O=S1(=O)N=C2CCCCCN2C(c2ccc(Cl)cc2)N1 (stereo not given),95,95,96,13,2,-4,99,12,101,97,8
CCOC(=O)CSc1nnc(CNC(=O)c2ccc(S(=O)(=O)N(C)C)cc2)n1C,103,99,97,9,-5,-13,95,8,93,94,-6
COc1ccc(-c2oc(NC(=O)CCl)c(C#N)c2-c2ccc(OC)cc2)cc1,100,101,102,44,.,-1,101,3,105,97,32
CN(C)S(=O)(=O)Oc1ccccc1C(=O)Nc1cccc(C(F)(F)F)c1,104,105,105,14,.,0,108,14,104,100,-16
CCCCN(C)Cc1c(C)[nH]c2ccc(C)cc2c1=O,99,100,100,28,21,-1,105,11,106,101,4
COC(=O)C1CCN(C(=O)Cc2ccccc2OC)CC1,105,102,103,15,-2,-34,106,9,100,98,6
COc1ccc(C2C(C(=O)N3CCOCC3)=C(C)NC3=C2C(=O)CC(C)(C)C3)cc1O (stereo not given),106,103,102,32,.,-17,104,13,110,101,13
CC(C)CN(CC(C)C)C(=O)CS(=O)(=O)Cc1ccccc1,103,103,103,44,.,-10,103,8,104,101,8
CCCOc1ccc(CCc2n[nH]c(=S)n2-c2ccccc2)cc1,?,?,?,11,-11,-12,?,9,?,?,34
CC(C)NC(=S)N1CCN(Cc2ccc3c(c2)OCO3)CC1,107,103,102,18,-13,-48,101,11,102,97,14
CC(=O)NC1C(=O)N=C(SCC(=O)NC(C)c2ccccc2)NC1=O (stereo not given),?,?,?,20,6,56*,?,8,?,?,25
N#C/C(=C\c1ccc(OCc2ccccc2)cc1)C(=O)Nc1nc2c(s1)CCN(Cc1ccccc1)C2,100,100,101,16,.,29,102,5,109,102,14
# Later entries:
SMILES,Rab7 wt modul,Rab2A wt mod,HRas wt GTP bind,GSH fluor,Pf gametocyte,Mcl1 Bid PPI,Cdc42 wt,Avidin bead fluor,Rac1 wt modul,Rac1 mut GTP,Mcl1-Noxa inh
COc1ccc(NS(=O)(=O)c2ccc(N3CCOCC3)c(NC(=O)C(C)C)c2)cc1,100,93,94,13,-11,-10,91,12,96,93,22
CC(C(=O)Nc1ccccn1)N1C(=O)C2C3C=CC(C3)C2C1=O (stereo not given),106,104,104,17,.,-2,107,4,107,102,17
COc1ccccc1NC(=O)CSc1nnc(-c2ccccn2)n1Cc1ccco1,100,100,102,39,6,-12,102,6,105,98,10
O=C(CSc1nnc(-c2cccnc2)o1)Oc1ccccc1,97,98,99,24,.,-5,100,32,101,98,11
COCc1cc(C)nc(SCC(=O)N2CCC(C)CC2)c1C#N,94,95,97,24,.,1,98,16,94,94,-2
COc1ccc(Cl)cc1NC(=O)C/C(C)=N/NC(=O)CC#N,96,96,97,27,.,1,99,12,93,95,-3
Cc1ccc(S(=O)(=O)N(CC(=O)N2CCCCC2)c2cccc(C)c2)cc1,102,99,101,23,13,-4,102,7,103,98,-8
O=C(CC1C(=O)N(c2ccccc2)C(=S)N1c1ccccc1)c1ccc(Br)cc1 (stereo not given),98,99,101,10,.,-12,101,6,103,100,13
CCc1ccc(NC(=O)CSc2nnc(-c3n[nH]c4ccccc34)n2-c2ccccc2)cc1,100,98,98,11,9,10,95,3,102,98,-1
CCOC(=O)CNC(=O)Nc1cc(C(C)(C)C)nn1-c1ccccc1,107,104,105,8,.,-37,106,7,108,104,3
CN(C)C(=S)c1ccc2ccccc2n1,102,101,102,16,-23,-66,105,16,103,98,6
CCOc1cc(NC(=S)NCCOC)c(OCC)cc1NC(=O)c1ccco1,95,96,95,18,-1,-63,97,11,99,98,15
C#CC(=O)N(c1cc(OC)ccc1OC)C(C(=O)NC1CCCC1)c1cccs1 (stereo not given),102,104,103,21,.,-31,103,10,100,100,-4
CCc1ccccc1NC(=O)Cn1nc(C(F)(F)F)c2c1CCC2,99,97,101,26,.,-2,100,7,107,98,-2
Cn1nnnc1SCC(=O)Nc1ccc(Br)cc1Cl,96,99,97,23,19,-14,98,37,99,99,12
Cc1cccc(C)c1NC(=O)C1=C(O)c2ccccc2N(C)S1(=O)=O,93,90,93,13,.,5,93,36,90,89,18
COc1ccc(CCNC(=O)CSc2ncn[nH]2)cc1,101,100,101,42,.,-48,101,5,104,97,-14
O=c1c2cccnc2n(-c2ccccc2)n1Cc1ccc(Cl)cc1,?,?,?,11,-11,-5,?,22,?,?,-10
COc1cccc(/C=N/NC(=O)C(C)Sc2ccccc2)c1 (stereo not given),99,94,97,14,8,-29,94,11,97,94,3
O=C(COC(=O)c1cc2c(s1)CCCC2)NCc1ccccc1Cl,98,95,96,12,.,-11,101,12,98,97,-2
Cc1ccc2cc(CN(Cc3ccc4c(c3)OCO4)Cc3nnnn3Cc3ccco3)c(=O)[nH]c2c1,98,99,101,31,.,-6,99,6,101,98,9
CC(NC(=O)COc1ccc(/C=N/NC(=O)C(=O)Nc2ccccc2Br)cc1)c1ccccc1 (stereo not given),99,98,99,9,.,21,104,22,103,97,-4

# Only Mcl1-Noxa inh, GSH fluor and Rac1 mut GTP, for 2 of the compounds above:
Molecule	Mcl1-Noxa inh	GSH fluor	Rac1 mut GTP
Cc1ccc2cc(CN(Cc3ccc4c(c3)OCO4)Cc3nnnn3Cc3ccco3)c(=O)[nH]c2c1	9	31	98
C#CC(=O)N(c1cc(OC)ccc1OC)C(C(=O)NC1CCCC1)c1cccs1 (stereo not given)	-4	21	100
